ERG-DNA inh – ERG Ets/DNA interaction inhibition; P11308; fluorescence polarization, His-ERG Ets domain / labelled DNA; Potency, µM (titrated, usually from 76.9 µM), without a hit: at the top dose FP activity, negative = inhibition, actives largely listed as inhibitors; 0.028% of 370,000 active; AID 624246; active means well fitted inhibition curve with a large enough effect in the polarisation, with a control signal flat; inconclusive means small, poorly fitted or top-dose-only effect, or effect the other way, or a change in a side signal; inactive means no such curve, though single readings can be large or run the other way; the % refers to the polarisation;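 further: polarization taken with two DNA probes labelled with fluorescein and Texas red; potency means the concentration at half of the fitted maximal effect; % of control where 0% means no effect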
Target sequence (P11308 whole entry, looked up, the tested form may be a part): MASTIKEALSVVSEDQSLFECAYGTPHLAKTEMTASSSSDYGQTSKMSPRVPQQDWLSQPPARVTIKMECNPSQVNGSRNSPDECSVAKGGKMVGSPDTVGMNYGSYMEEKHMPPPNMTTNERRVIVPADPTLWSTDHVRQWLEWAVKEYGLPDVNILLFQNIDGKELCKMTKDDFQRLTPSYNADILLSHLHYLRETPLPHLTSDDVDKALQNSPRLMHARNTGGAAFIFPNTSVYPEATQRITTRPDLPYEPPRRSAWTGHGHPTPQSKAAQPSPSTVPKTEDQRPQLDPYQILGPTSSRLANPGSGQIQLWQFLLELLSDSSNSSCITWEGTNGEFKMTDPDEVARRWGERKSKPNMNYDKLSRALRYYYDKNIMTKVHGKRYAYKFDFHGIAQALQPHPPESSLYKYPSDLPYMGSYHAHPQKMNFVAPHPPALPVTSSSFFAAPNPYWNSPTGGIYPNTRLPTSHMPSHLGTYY
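His-tagged ERG Ets domain (1 uM in the protein solution; 300mM KCl, 50mM Tris-HCl, 1mM EDTA, 1mM DTT, pH 7.5) received compound, then a probe mix of 5 nM fluorescein-DNA and 100nM Texas-615-DNA. Fluorescence polarization was read for both dyes.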
BLM inh – blocks DNA unwinding by human BLM helicase. recombinant BLM DNA unwinding, fluorescence dequenching. Potency, µM (highest dose often 56.1 µM), for inactives: top-dose activity change, negative = inhibition, hits mostly inhibitors. 0.2% of 350,000 active. AID 2528;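 further: potency means the concentration at half of the fitted maximal effect; plate controls were vehicle for no effect and no enzyme for full effect; nearly all actives have a fitted effect of over 35% in size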
Pol kappa inh – inhibitors of human DNA polymerase kappa; 0.53% of 400,000 active; Q9UBT6; Potency, µM (series often up to 107 µM), without a hit: at the top dose activity, negative = inhibition, usual class: inhibitors; purified Pol kappa, fluorescent DNA synthesis assay, 10 min; further: potency means the concentration at half of the fitted maximal effect; on the % scale 0 is the no-effect control and ±100 the full control effect
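First, compounds were pin-transferred onto 10 nM Pol kappa. After 15 min at room temperature, substrate was added to 50 nM final. Fluorescence was then measured kinetically at 0 and 10 min.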
APEX1 inh – blocks human APE1 abasic DNA cleavage. recombinant APE1, TAMRA/BHQ-2 abasic DNA cleavage fluorescence. Potency, µM (titrated, usually from 65.8 µM), inactives show at the top dose activity change, negative = inhibition, hits mostly inhibitors. 0.35% of 350,000 active. AID 2517;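 further: potency means the concentration at half of the fitted maximal effect; plate controls were vehicle for no effect and reference inhibitor for full effect; nearly all actives have a fitted effect of over 55% in size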
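Measures dequenching upon AP-site incision of a 5'-TAMRA/3'-BHQ-2 THF-containing duplex, 50 nM; human APE1 0.75 nM after 15 min room-temperature exposure to compound; kinetic three-point read at one-minute spacing.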
Anesthetic bind – candidate novel general anesthetic via apoferritin binding | P02791 | apoferritin/1-aminoanthracene competitive binding, fluorescence | Potency, µM (doses to about 77.5 µM), without a hit: top-dose activity change, negative = displacement, hits mostly inhibitors | 0.074% of 350,000 active | AID 485281; further: potency means the concentration at half of the fitted maximal effect; on the % scale 0 is the no-effect control and ±100 the full control effect; nearly all actives have a fitted effect of over 20% in size
Target sequence (P02791 2-175 limits assumed): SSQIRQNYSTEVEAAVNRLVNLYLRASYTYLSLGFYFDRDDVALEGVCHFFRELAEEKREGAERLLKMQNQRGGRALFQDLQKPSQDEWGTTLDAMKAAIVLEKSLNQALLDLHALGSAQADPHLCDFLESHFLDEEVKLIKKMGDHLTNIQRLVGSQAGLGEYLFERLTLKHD
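Steps: apoferritin (10 uM) was premixed with half-saturated 1-AMA in PBS, compounds were pin-transferred, plates stood 10 min at room temperature, fluorescence was read at 380/535 nm, and curves were fitted with a Hill equation.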
POLB inh – inhibitors of human DNA polymerase beta; Potency, µM (doses to about 114 µM), inactives show top-dose activity change, negative = inhibition, most hits filed as inhibitors; Pol beta primer extension/strand displacement, fluorescence kinetic; P06746; 1.3% of 340,000 active; further: potency means the concentration at half of the fitted maximal effect; on the % scale 0 is the no-effect control and ±100 the full control effect
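Values derive from four-parameter Hill fits of normalized kinetic data: reads at 0 and 10 min following addition of 50 nM substrate to 10 nM Pol beta preincubated 15 min with compound.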
TRHR agonist – activates the human TRH receptor; P34981; TRHR cells, calcium flux fluo-8, FDSS agonist mode; activation, % at 2 µM; 0.18% of 360,000 active; AID 493084; in the data active means activation above about 30%; further: 0% is about no effect
Target sequence (P34981 whole entry, looked up): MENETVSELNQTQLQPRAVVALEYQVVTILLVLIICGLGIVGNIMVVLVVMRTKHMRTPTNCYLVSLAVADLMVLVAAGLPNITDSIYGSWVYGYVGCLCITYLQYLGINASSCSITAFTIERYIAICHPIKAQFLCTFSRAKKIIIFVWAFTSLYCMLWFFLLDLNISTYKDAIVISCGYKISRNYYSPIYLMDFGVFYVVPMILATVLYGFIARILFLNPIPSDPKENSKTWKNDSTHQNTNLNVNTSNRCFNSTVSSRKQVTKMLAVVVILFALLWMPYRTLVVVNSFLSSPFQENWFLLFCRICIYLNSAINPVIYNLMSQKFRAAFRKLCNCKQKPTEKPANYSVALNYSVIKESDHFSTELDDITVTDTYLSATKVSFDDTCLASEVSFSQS
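Steps: seed TRHR cells overnight; add fluo-8 no-wash Ca dye, RT 30 min–1.5 h; record 10 s baseline; pin-transfer compounds; monitor fluorescence 1 cycle/s for the agonist window. Calcium increases flag candidate agonists.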
12-LOX inh – ALOX12 (human) lipoxygenase inhibition; P18054; purified 12hLO, xylenol orange hydroperoxide absorbance; 1.1% of 580,000 active; Potency, µM (titrated, usually from 108 µM), inactives show top-dose activity change, negative = inhibition, most hits filed as inhibitors; further: potency means the concentration at half of the fitted maximal effect; on the % scale 0 is the no-effect control and ±100 the full control effect
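Purified human 12hLO at 150 nM in 25 mM Hepes, 0.01% Triton X-100, pH 7.0, preincubated 15 min at room temperature with compound. Reaction started with 40 uM arachidonic acid, 30 min at room temperature. Hydroperoxide measured by Fe-xylenol orange, 573/405 nm absorbance ratio.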
POLI inh – DNA polymerase iota (human) inhibition; Q9UNA4; Pol iota fluorescent replication assay, 10 min; Potency, µM (titrated, usually from 115 µM), inactives show at the highest dose activity, negative = inhibition, most hits filed as inhibitors; 1% of 390,000 active; AID 588590; further: potency means the concentration at half of the fitted maximal effect
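Fluorescent replication assay read twice, at 0 min and 10 min after adding 50 nM (final) substrate. Enzyme (10 nM) and compounds were first incubated 15 min at room temperature; enzyme-free buffer wells were negative controls.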
Starred values were filed as active, the others as inactive; ? = inconclusive; nt = not tested or not shown; [ ] = dose if it differs, or a comment. Unless noted, the call rests on the fitted dose curve; in most records, active means well fitted curve in the direction sought with a large enough effect; inconclusive means small, poorly fitted or top-dose-only effect, or another doubt; inactive means no such curve, though single readings can be large; an effect the other way counts as inactive or inconclusive. Not all compounds are listed (hit frequency here may not be typical).

Every second line gives: ERG-DNA inh | BLM inh | Pol kappa inh | APEX1 inh | Anesthetic bind | POLB inh | TRHR agonist | 12-LOX inh | POLI inh
> Cc1cc(C)c(/C=C/c2onc(C)c2S(=O)(=O)N2CCC(C(=O)Nc3ccc(Cl)cc3C)CC2)c(C)c1
  -3.9% | -0.5% | -11.9%[60.1 µM] | nt | -8.6% | 0.3% | 0.8 | -21.4% | 25.2%
> Cc1cc(Cl)ccc1N1C(=O)CC(SCCC(=O)O)C1=O (configuration not stated)
  0.9% | 0.0% | 1.0% | 2.7% | -6.1% | -2.7% | 0.1 | -20.5% | -10.0%
> CCOC(=O)c1ccccc1NC(=O)N[C@@H](C)C(=O)OC
  3.8% | -1.0% | 11.6% | -0.8% | -9.1% | 0.8% | 0.5 | 6.5% | -23.1%
> O=C(C[C@H]1C[C@H](C(=O)N2CCOCC2)[C@@]2(CCC3CCCC3)c3[nH]c4ccc(Cl)cc4c3CCN2C1=O)NCCCn1ccnc1
  -2.9% | nt | -5.6% | -15.0% | nt | nt | nt | 5.8% | 32.5%[activator]
> C=C(C)C(=O)Nc1cccc(C2=NOC3(C2)C[C@@H](C(N)=O)N(C(=O)c2cc([N+](=O)[O-])cc([N+](=O)[O-])c2C)C3)c1 (some centres not stated)
  -3.2% | -4.2% | 50.1µM* | -3.9% | ? | 20µM* | 0.2 | -1.8% | ?
> O=C(Nc1nc2ccc(F)cc2s1)c1nc(SCc2ccccc2F)ncc1Cl
  4.4% | 1.7% | -2.9% | nt | -1.2% | 3.2% | 1.2 | -15.8% | 10.8%
> CCN(CC)c1ccc(C(=O)OCC(=O)NC(C)(C)C)cc1
  -1.8% | -1.6% | -9.5% | -2.4% | -10.1% | 0.3% | -0.2 | -12.8% | 45.4%[activator]
> O=C(c1cc(-c2ccc(Cl)cc2)nc2ccccc12)N1CCOCC1
  -0.8% | nt | -15.1% | 15.4% | nt | nt | -0.2 | -0.9% | 15.8%
> Cc1ccc(S(=O)(=O)N(CC(=O)Nc2ccccc2C(=O)O)c2cccc(Cl)c2C)cc1
  1.0% | -8.2% | -12.0% | -6.6% | -2.5% | ? | 0.1 | ? | -14.3%
> CCSc1nnc(NC(=O)CCCOc2ccc(C)cc2)s1
  -0.6% | -5.8% | -13.3% | 8.0% | -5.0% | -11.4% | 0.6 | 0.0% | 3.6%
> CCn1cc(C(=O)NCCCOC(C)C)c(=O)c2cc(S(=O)(=O)N(C)C3CCCCC3)ccc21
  6.4% | -1.1% | -0.9% | nt | 13.6% | 2.9% | -0.6 | ? | 8.2%
> COc1ccc(C(=O)Nc2ccccc2C(=O)NCc2cccnc2)cc1
  -2.3% | -6.1% | -13.8% | 19.7% | -3.0% | 28.2% | -0.7 | -5.4% | 19.3%
> Cc1ccc2oc3c(SCc4nc5ccccc5[nH]4)nc(C)nc3c2c1
  nt | nt | -3.5% | 7.4% | nt | nt | nt | 18.8% | -0.7%
> CCN(CC)C(=N)N1c2ccccc2CCC1C (configuration not stated)
  13.7% | 1.4% | -1.2% | 0.8% | -8.1% | ? | -0.1 | 15.6% | 74.3%[activator]
> O=C(OC1CCOC1=O)c1cc(-c2ccc(Cl)cc2)nc2ccccc12 (configuration not stated)
  3.9% | -5.4% | -9.7% | ? | -21.6% | -19.0% | 2.0 | ? | -6.1%
> O=C(Nc1ccc(Cl)cc1)Nc1ccon1
  65.5%[activator] | -1.7% | -6.5% | -3.6% | -7.9% | 30.2% | 0.2 | -17.4% | -1.1%
> Cc1ccc(Nc2nc(N/N=C/c3c[nH]c4ccccc34)nc(N3CCOCC3)n2)cc1
  -11.3% | -7.1% | -14.1% | 9.0% | -12.4% | 7.3% | 0.3 | 1.7% | -7.8%
> Cc1cc(C)c2c(N)c(C(=O)Nc3cccc(C)c3C)sc2n1
  -1.7% | -6.5% | 2.1% | 20.6% | 14.0% | 18.9% | 0.0 | 10.1% | 32.7%[activator]
> Cc1cc(NS(=O)(=O)c2ccc(NC(=O)CCCOc3ccccc3C)cc2)no1
  -6.3% | -4.9% | -2.2% | 17.9% | -0.8% | 19.1% | 0.2 | -7.3% | 43.0%[activator]
> COC(=O)c1ccc(/C=C2/SC(=S)N(CCCC(=O)Nc3ccccn3)C2=O)cc1
  10.8% | -1.7% | -1.5% | 3.4% | -0.9% | 8.1% | 0.5 | -12.2% | -1.0%

Brought forward from above: 4 compounds; new compounds follow.
Every second line gives: ERG-DNA inh | BLM inh | Pol kappa inh | APEX1 inh | Anesthetic bind | POLB inh | TRHR agonist | 12-LOX inh | POLI inh
> Cc1ccc(Nc2nc(N/N=C/c3c[nH]c4ccccc34)nc(N3CCOCC3)n2)cc1
  -11.3% | -7.1% | -14.1% | 9.0% | -12.4% | 7.3% | 0.3 | 1.7% | -7.8%
> Cc1cc(C)c2c(N)c(C(=O)Nc3cccc(C)c3C)sc2n1
  -1.7% | -6.5% | 2.1% | 20.6% | 14.0% | 18.9% | 0.0 | 10.1% | 32.7%[activator]
> Cc1cc(NS(=O)(=O)c2ccc(NC(=O)CCCOc3ccccc3C)cc2)no1
  -6.3% | -4.9% | -2.2% | 17.9% | -0.8% | 19.1% | 0.2 | -7.3% | 43.0%[activator]
> COC(=O)c1ccc(/C=C2/SC(=S)N(CCCC(=O)Nc3ccccn3)C2=O)cc1
  10.8% | -1.7% | -1.5% | 3.4% | -0.9% | 8.1% | 0.5 | -12.2% | -1.0%
> O=C(Cc1nnc(NC(=O)Nc2ccc(Cl)cc2)s1)NCc1ccccc1
  -1.5% | -4.1% | -22.6% | -5.5% | -9.5% | 1.6% | 0.7 | 1.7% | 2.6%
> COc1cccc(NC(=O)C2C3C=CC4(O3)C2C(=O)N(CCN2CCCCC2)C4C(=O)NC2CCCCC2C)c1 (configuration not stated)
  -8.0% | -1.5% | -7.6% | -19.6% | 1.5% | 46.7% | 0.2 | -4.7% | 87.9%[activator]
> CSc1nc(C)cc(OCC#N)n1
  3.1% | -1.4% | -2.4% | -1.0% | -7.2% | 40.7% | 0.3 | 39.4%[activator] | 11.1%
> Cc1cccc(C)c1-n1c(C)nn(-c2ncc(C(F)(F)F)cc2Cl)c1=O
  -8.2% | -4.8% | 2.3% | 5.1% | -8.2% | 22.1% | 0.0 | 23.2% | 47.6%[activator]
> Cc1onc(-c2ccccc2)c1C(=O)NC(CC(=O)O)c1ccc(OC(C)C)cc1 (configuration not stated)
  1.2% | -1.2% | 0.2% | 5.9% | -11.8% | 44.6% | nt | 0.0% | 30.0%
> COC(=O)CSc1nnc(C)n1-c1cccc(C#N)c1
  4.4% | -3.9% | -13.6% | 20.6% | -6.7% | -9.4% | 2.9 | 24.4% | -1.7%[58.9 µM]
> O=c1nc(N2CCOCC2)ccn1-c1nc(-c2ccccc2)oc1-c1ccccc1
  nt | -2.2% | -0.5%[60.1 µM] | -4.5% | -2.0% | ? | 0.3 | 5.9% | 11.0%
> COc1ccc(N2CC(C(=O)Nc3ncccc3C)CC2=O)cc1 (configuration not stated)
  -4.6% | -7.6% | -9.1% | 4.6% | -5.9% | 0.5% | 0.0 | 7.2% | -5.9%
> O=C(Nc1ccc(O)cc1)c1cc2ccccc2c(=O)s1
  -0.9% | -11.1% | -9.3% | ? | -2.7% | ? | -0.1 | -2.5% | 42.3%[activator]
> Cc1cc2nc(/C(C#N)=C\c3ccc(-c4ccccc4C(=O)O)o3)[nH]c2cc1C
  28.5% | -14.8% | ? | -41.9% | -1.9% | ? | 38.7* | -26.8% | ?
> C=CCn1cc(C(=O)N2CCc3ccccc3C2)c(=O)c2cc(S(=O)(=O)N(CC)CC)ccc21
  13.7% | -6.4% | -6.4% | 1.0% | -16.3% | -2.6% | -0.1 | -2.9% | 34.7%[activator]
> COc1ccc(NC(=O)Cn2nc(SC)c(S(=O)(=O)c3ccc(C)cc3)c2N)cc1OC
  1.9% | -6.6% | -7.3% | nt | -23.3% | 0.8% | -0.4 | ? | 18.6%
> CSc1ncccc1C(=O)OCC(=O)NC1CCCCC1
  3.4% | nt | 2.5% | -1.8% | nt | nt | -0.5 | 344.5%[activator] | 19.9%
> O=C(Nc1ccc2c(c1)C(=O)NC2=O)c1ccc(S(=O)(=O)N2CCCC2)cc1
  4.0% | -0.6% | -9.2% | 7.3% | 1.8% | 18.5% | 0.0 | -3.5% | -1.9%
> C[C@]12CCC3c4ccc(OCC(=O)O)cc4CCC3C1CCC2=O (some centres not stated)
  -1.1% | -2.0% | 5.3% | -0.5% | 5.2% | 48.3% | -0.3 | ? | -0.2%
> COC(=O)CCC(=O)OC1(C)C(=O)C=C2C=C(C3CC3)N(Cc3ccc4c(c3)OCO4)C=C2C1=O (configuration not stated)
  5.7% | -4.3%[12.4 µM] | -16.0% | -2.4%[12.4 µM] | -7.9% | -1.1% | -0.8 | ? | ?
> S=C(NN=C1CCCCCC1)Nc1ccc(Cl)cc1
  nt | -1.7% | -9.4% | -0.4% | -14.5% | 2.6% | 0.2 | ? | ?
> CC(C)n1c(=S)[nH]c2cc(C(F)(F)F)ccc21
  -3.4% | -1.0% | -2.8% | -1.4% | -1.9% | 1.7% | 0.4 | ? | 15.5%
> O=C(NCCCn1ccnc1)Nc1cccc2ccccc12
  -0.8% | 4.1% | -3.1% | 2.2% | 0.4% | 5.1% | 5.4 | 0.0% | 18.8%
> COc1ccc(NC(=O)NCc2ccc3c(c2)OCO3)cc1
  -0.9% | 2.9% | -4.1% | -5.5% | -0.9% | 5.1% | -1.3 | 0.6% | 15.3%
> COC(=O)c1ccccc1NC(=O)c1c(NC(=O)c2ccco2)sc2c1CCC(C(C)(C)C)C2 (configuration not stated)
  4.3% | -13.1% | -7.2% | nt | 1.3% | ? | -0.1 | -11.6% | -1.1%
